M. tuberculosis GlmU: inhibition of mycobacterial GlmU enzyme – biochemical, glucosamine-1-phosphate acetyltransferase (AID 1376); M. tuberculosis GlmU acetyltransferase enzyme assay; higher % means a stronger effect; one-dose inhibition, %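 (tested at 30 µM in the primary screen)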; IC50 in µM for titrated hits; 0.25% of 220,000 active; in the data active = inhibition above about 13%; inconclusive = no clear call, values can overlap the other calls;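 also: 0% = complete reaction with vehicle and 100% = reaction without substrate; strong numbers were not always called active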
Mtb RmlCD inh: M. tuberculosis RmlC/RmlD inhibition; P9WH09+P9WH11; RmlC+RmlD coupled enzyme assay, percent inhibition; primary screen in compound mixtures; inhibition, % at 3.6 µM; 0.03% of 160,000 active; in the data active = inhibition mostly above about 34%, no sharp cut-off; inconclusive = no clear call, values can overlap the other calls; inactive = mostly below about 22%; also: some results filed as inactive read as strong as hits
Target sequence (P9WH09 whole entry, looked up): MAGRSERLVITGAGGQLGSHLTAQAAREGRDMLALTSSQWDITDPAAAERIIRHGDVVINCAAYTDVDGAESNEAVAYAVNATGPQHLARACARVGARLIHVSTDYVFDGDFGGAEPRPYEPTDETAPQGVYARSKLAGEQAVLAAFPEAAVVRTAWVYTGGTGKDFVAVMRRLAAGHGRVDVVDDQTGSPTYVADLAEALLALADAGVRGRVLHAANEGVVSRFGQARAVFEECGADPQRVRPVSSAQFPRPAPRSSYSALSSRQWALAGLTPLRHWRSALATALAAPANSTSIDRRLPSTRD
Target sequence (P9WH11 whole entry, looked up): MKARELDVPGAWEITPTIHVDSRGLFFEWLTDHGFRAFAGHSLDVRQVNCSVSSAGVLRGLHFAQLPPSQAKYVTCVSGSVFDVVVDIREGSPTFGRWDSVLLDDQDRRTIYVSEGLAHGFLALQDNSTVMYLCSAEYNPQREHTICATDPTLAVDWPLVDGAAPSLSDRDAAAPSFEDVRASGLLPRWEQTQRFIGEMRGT
Starred values were filed as active, the others as inactive; ? = inconclusive; . = no result given. The list is partial (hit frequency here may not be typical).

SMILES | M. tuberculosis GlmU | Mtb RmlCD inh
CN1C(=O)C(C2(C#N)CCCCC2)C(=O)N(C)C1=O | 0.8% | 13.1
NC(=O)CCS(=O)(=O)c1ccc(Cl)cc1 | 0.7% | -6.4
COc1ccc(C(=O)Nc2cccc(OC)c2)cc1 | 6.6% | -4.0
Cc1csc2nc(CNC(=O)C3CC=CCC3C(=O)O)cn12 (stereo not drawn) | 0.6% | 18.5
Cc1ccc(NC(=O)COc2ncnc3c(Cl)cc(Cl)cc23)cc1[N+](=O)[O-] | -2.5% | 7.8
CCc1cc(=O)oc2cc(C)c3c(C)coc3c12 | 0.4% | 16.5
O=[N+]([O-])c1cc(Cl)ccc1NCCNS(=O)(=O)c1ccccc1 | -3.2% | 22.6
CC(=O)Nc1ccc(OC(=O)c2ccco2)cc1 | 2.9% | .
Cn1c(CNC(=O)Nc2ccccc2)nnc1SCc1ccccc1 | 0.8% | 11.3
COC(=O)c1ccc(OC)c(CSc2nnc(COc3cccc(C)c3)o2)c1 | 1.7% | 3.5
COC(=O)c1ccc(-n2nnnc2SCC(=O)NCc2cccc(C(=O)O)c2)cc1 | 0.5% | .
O=C(Nc1cccc(Cl)c1)Nc1nnc(-c2ccncc2)s1 | -2.2% | -3.8
Cc1ccccc1NC(=O)c1sc2nc3c(c(-c4ccco4)c2c1N)CCCC3 | -2.9% | .
COc1ccc(NC(=O)Cn2nnc(-c3ccccc3NS(=O)(=O)c3ccc(OC)cc3)n2)cc1 | 7.8% | -19.3
COc1ccc(N(CC(=O)Nc2ccc(C)cc2C)S(=O)(=O)c2ccccc2[N+](=O)[O-])c(OC)c1 | 1.6% | -8.0
O=C1CCCC2=C1C(c1ccc3c(c1)OCO3)c1c([nH]n(-c3ccccc3)c1=O)N2 (stereo not drawn) | 4.4% | -2.6
O=C(NC1CCCCC1)c1ccc(Cn2cc(Cl)cn2)cc1 | -3.8% | .
CCCN1CN(Cc2ccco2)c2nc3ccccc3n2C1 | -1.7% | 8.3
CC1CC(=O)c2cnc(Nc3cccc(C(F)(F)F)c3)nc2C1 (stereo not drawn) | -2.5% | .
COc1ccc(C(=O)NNC2=CC(=O)CC(C)(C)C2)cc1 | -2.5% | .
CC(C)c1nnc(SCC(=O)N2CCOCC2)n1C | -2.5% | .
COc1ccccc1NC(=O)CCN1CCCCCC1 | -3.5% | -0.7
Cc1csc(NC(=O)CSc2nnc(-c3ccccc3)o2)n1 | 2.1% | 7.3
CCN(CC)CCNC(=O)C(=O)NCC1OCCN1S(=O)(=O)c1ccc2c(c1)OCCO2 (stereo not drawn) | 0.7% | -7.1
Cc1nc2ncnn2c(C)c1CCC(=O)N1CCN(Cc2ccccc2)CC1 | -2.9% | .

Taken from the listing for reference:
SMILES | M. tuberculosis GlmU | Mtb RmlCD inh
CN1C(=O)C(C2(C#N)CCCCC2)C(=O)N(C)C1=O | 0.8% | 13.1
NC(=O)CCS(=O)(=O)c1ccc(Cl)cc1 | 0.7% | -6.4
COc1ccc(C(=O)Nc2cccc(OC)c2)cc1 | 6.6% | -4.0
Cc1csc2nc(CNC(=O)C3CC=CCC3C(=O)O)cn12 (stereo not drawn) | 0.6% | 18.5
Cc1ccc(NC(=O)COc2ncnc3c(Cl)cc(Cl)cc23)cc1[N+](=O)[O-] | -2.5% | 7.8

Additional structures follow:
SMILES | M. tuberculosis GlmU | Mtb RmlCD inh
Cc1ccc(S(=O)(=O)N2CCCC2C(=O)OCC(=O)Nc2ccc3c(c2)OCO3)cc1 (stereo not drawn) | -1.1% | .
COc1cccc(NC(=O)CCCn2c(=O)[nH]c3ccccc3c2=O)c1 | 11.9% | -2.3
Cc1ccccc1CSCCNC(=O)c1ccccc1 | 1.6% | -9.5
CCc1nnc(NC(=O)c2cccc(S(=O)(=O)N3CC(c4ccccc4)CC3=O)c2)s1 (stereo not drawn) | 5.8% | -3.4
COC(=O)c1sc(N)c(C(=O)OC)c1COC(=O)c1c(C)noc1C | -4.3% | -2.5
Cc1ccc(C)c(NC(=O)CSc2nnc(-c3n[nH]c4ccccc34)o2)c1 | 0.1% | -1.6
O=C(Nc1ccon1)c1csc2c1CCCC2 | -6.2% | -11.8
CN(C)S(=O)(=O)c1ccc(Nc2ccc(-c3ccc4c(c3)OCCO4)nn2)cc1 | -7.5% | -9.4
O=C(Nc1ccc2oc(-c3ccncc3)nc2c1)c1ccccc1F | 3.6% | -12.3
CCCC1=C(C(=O)OCC)C(c2ccc(NC(C)=O)cc2)NC(=O)N1 (stereo not drawn) | 3.1% | -1.1
c1ccc(-c2ccnc3ncnn23)nc1 | 7.2% | 9.0
COc1ccc(-c2nnc3sc(C4CCCCC4)nn23)cc1OC | -0.9% | 6.5
COCCn1c(SCC(=O)OC(C)C)nnc1-c1ccccc1 | 5.2% | .
CN1CCC(=NNC(=O)C(=O)Nc2ccccc2F)CC1 | -1.8% | 5.2
COc1ccc(/C(O)=C2/C(=O)C(=O)N(c3ncccn3)C2c2ccc(OC)cc2)cc1 (stereo not drawn) | -3.4% | .
CCC(=Nc1ccccc1NC(C)=O)c1c(O)n(C)c(=O)n(C)c1=O | 2.9% | 3.1
CCC(C)NC(=O)N[C@@H](CCSC)C(=O)O (stereo partly drawn) | 1.6% | -7.1
O=C(CN(c1ccc(F)cc1)S(=O)(=O)c1ccc2c(c1)OCCO2)NCc1ccncc1 | 0.1% | 24.9
CN1CCC(N(C)C(=S)Nc2ccc(SC(F)F)cc2)CC1 | 0.1% | 3.3
N#CC1=C(N)C2=CCCC[C@H]2[C@H](c2ccccc2)C1(C#N)C#N | -3.2% | -2.5
O=C(NN=C1CCN(Cc2ccccc2)CC1)c1ccccc1 | -1.9% | -5.2
CCN(CC)CCN(C)Cc1ccc(Br)cc1 | -4.3% | -3.8
COC(=O)c1cnn(-c2ccccc2)c1/C=N/NC(=S)Nc1ccc(Cl)cc1 | 3.6% | 2.7
O=C1CCCN1CCC1CCN(C2CC(=O)N(c3ccc(F)cc3)C2=O)CC1 (stereo not drawn) | -1.1% | .
O=C1C2C3C=CC(C4CC34)C2C(=O)N1c1cc(Cl)ccn1 (stereo not drawn) | 2.4% | -0.5
(further entries)
SMILES | M. tuberculosis GlmU | Mtb RmlCD inh
COc1cccc(NC(=S)N2CCCC2)c1 | -1.2% | 2.3
CCC(C)NC(=O)CCc1c(C)nc2nc(-c3cc(OC)cc(OC)c3)nn2c1C (stereo not drawn) | -2.5% | 2.1
O=C(NC1CCCC1)C(c1ccncc1)N(C(=O)Cc1cccs1)c1ccccc1 (stereo not drawn) | 1.4% | .
O=C(COC(=O)C1COc2ccccc2O1)NC(=O)Nc1ccc2c(c1)OCCO2 (stereo not drawn) | 3.4% | 0.3
O=C(Nc1ccn(Cc2c(F)c(F)cc(F)c2F)n1)c1cccc(Cn2cc([N+](=O)[O-])cn2)c1 | 2.2% | 9.2
CCOc1cc2c(cc1OCC)C(C(=O)O)C(c1cc(OC)c(OC)c(OC)c1)N(C)C2=O (stereo not drawn) | 1.7% | 6.6
CCCCOc1ccccc1Cn1c(=O)oc2ccccc21 | 0.6% | -8.3
COc1ccc(NC(=O)Cn2nc(C)c([N+](=O)[O-])c2C)cn1 | 2.3% | 4.9
O=S(=O)(Cc1ccccc1)c1ccccc1-c1nnc(-c2ccccc2)o1 | 2.3% | -3.7
Cc1ccc(-c2nc3c(=O)n(C)c4ccccc4c3o2)cc1 | 4.6% | 9.2
Cc1cc(C)c(NC(=O)CS(=O)CC(=O)N2CCN(c3ccc(F)cc3)CC2)c(C)c1 (stereo not drawn) | -1.9% | .
CCNS(=O)(=O)c1cc(Br)ccc1OC | 6.0% | .
O=C(NC1CCS(=O)(=O)C1)N1CCCCC1 (stereo not drawn) | -8.6% | -2.5
Cc1ccc(Nc2nc(NCCCN3CCOCC3)nc(N)c2[N+](=O)[O-])cc1C | -1.0% | 3.7
CC(C)N1CCN(Cc2ccncc2)CC1CCO (stereo not drawn) | 1.8% | 3.3
CC1(OC(=O)C2CCCC2)C(=O)C=C2C=C(c3ccc(C#N)cc3)OC=C2C1=O (stereo not drawn) | 5.6% | .
Cc1ccc(Nc2nnc(SCC(=O)Nc3cccnc3Cl)s2)cc1C | -6.5% | 14.1
CSc1sc(C(=O)O)c2c1C(=O)CC(C)(C)C2 | 3.0% | .
O=C(c1ccccc1)c1nn(-c2ccc(Cl)cc2)cc1C(=O)c1cc2ccccc2oc1=O | . | 31.7
O=c1[nH]c(CN2CCOCC2)nc2scc(-c3ccccc3)c12 | 3.4% | -11.0
Cc1ccc(CN(Cc2ccco2)C(=S)Nc2ccccc2C)cc1 | 6.1% | 3.0
COc1ccc(NC(=O)c2cn(CCC#N)nc2-c2cccc([N+](=O)[O-])c2)cc1 | -2.9% | .
COC(=O)CCCC1=CC2=CC(=O)C(C)(OC(=O)c3cccs3)C(=O)C2=CN1CC1CC1 (stereo not drawn) | -3.4% | .
O=C(/C=C/c1ccco1)N(c1ccccn1)c1ccccn1 | 6.8% | 5.8
CC1(C)CC(=O)C(C=Nc2ccc3[nH]ncc3c2)=C(O)C1 | 6.1% | 6.5
Following part
SMILES | M. tuberculosis GlmU | Mtb RmlCD inh
O=C(OC1CCCCC1=O)c1cc(Cl)ccc1[N+](=O)[O-] (stereo not drawn) | -0.2% | -15.6
Cn1ccnc1C1CCCCN1C(=O)c1cc(COc2ccc(F)cc2F)on1 (stereo not drawn) | 5.5% | 36.6
COC(=O)c1ccc(S(=O)(=O)N(Cc2ccccc2)Cc2ccccc2)n1C | -3.7% | 15.0
O=C(NCC1CCCO1)c1nc2c(nnn2Cc2ccc(F)cc2)c(=O)[nH]1 (stereo not drawn) | 13.4%* | -1.7
C=CCNC(=S)NC1CC(C)(C)NC(C)(C)C1 | 1.5% | -29.5
Cc1cccc(-n2c(O)c(C=Nc3ccccc3)c3ccccc3c2=O)n1 | 3.2% | 5.5
CCN1C/C(=C/c2ccc(N3CCOCC3)cc2)C(=O)/C(=C/c2ccc(N3CCOCC3)cc2)C1 | -4.8% | -9.8
CC(=O)C1C(c2ccc(Cl)cc2)c2c(noc2C)CC1(C)O (stereo not drawn) | 1.6% | .
CC(C)(C)NC(=O)C(OC(=O)c1cccs1)c1ccccc1 (stereo not drawn) | 6.5% | -10.7
O=C(Nc1ccc2c(c1)OCO2)c1ccc2c(c1)S(=O)(=O)c1ccccc1C2=O | 3.0% | .
Cc1csc(SCC(=O)NC(=O)NCCC(C)C)n1 | 5.9% | 10.0
C/C=C/C(=O)Nc1cccc(C2=NOC3(C2)C[C@H](C(N)=O)N(C(=O)c2ccccc2C(=O)c2ccccc2)C3)c1 (stereo partly drawn) | 2.4% | .
CC1(C)C(=O)Nc2ccccc2N1C(=O)COC(=O)CCSc1ccccc1 | -0.2% | -0.8
COc1cccc(CC(=O)Nc2nc(C)cs2)c1 | 0.6% | -8.4
COc1cccc(-c2nc(-c3ccccc3)nc(N3CCN(C)CC3)c2C#N)c1 | -3.4% | -4.7
COc1ccc2cc3cc(C(=O)N4CCN(c5ccccc5)CC4)oc3nc2c1 | 1.5% | .
COc1ccc(NC(=S)NCCc2ccc(F)cc2)c(OC)c1 | -10.5% | -1.1
O=S(=O)(c1ccc2nc(SCc3ccc(Cl)cc3)[nH]c2c1)N1CCOCC1 | 1.4% | -12.0
Cc1ccc(C2(C)CC(C)(C)N(C(=O)CSc3nnc(C)s3)c3ccccc32)cc1 (stereo not drawn) | 0.4% | 2.7
CCOC(=O)c1cnc(-n2nc(C)cc2C)nc1NCCc1ccccc1 | 1.6% | .
Cc1cccn2c(=O)c3cc(C(=O)N4CCN(C(=O)c5ccco5)CC4)n(C)c3nc12 | . | 7.4
COc1ccc(/C=N/Nc2nc(N3CCCC3)nc(N3CCCC3)n2)c(OC)c1OC | -0.6% | .
CCOC(=O)c1c(C)c(C(=O)Nc2ccc(N(C)C)cc2)c(C)n1CC | 1.1% | 2.4
COc1cc(C)ccc1Oc1nc(-c2ccccc2O)nc2ccccc12 | 1.7% | -13.3
Cc1ccc(CNC(N)=S)cc1 | 3.8% | .
(listing goes on)
SMILES | M. tuberculosis GlmU | Mtb RmlCD inh
O=C(Cc1cccs1)N/N=C/C(Cl)=C/c1ccccc1 | 1.7% | -6.0
COc1cccc(OC)c1OCCN(C)C | 1.1% | 9.3
CN(C(=O)COc1ncnc2c1cnn2-c1ccccc1)C1CCCCC1 | 2.7% | ?
O=C(O)c1cccc(NS(=O)(=O)c2ccc(NC(=O)c3ccco3)cc2)c1 | 6.3% | -5.4
Cc1ccc2cc(CCNC(=O)c3ccc4c(c3)OCO4)c(=O)[nH]c2c1C | 2.6% | 4.1
Cc1oc(-c2cccc(Cl)c2)nc1CSCC(=O)O | 4.2% | -6.2
CCN(CC)C(=O)c1ccc(N2C(=O)C3CC=C(Cl)CC3C2=O)cc1 (stereo not drawn) | 2.3% | .
Cc1ccc(NC(=O)c2c(C)noc2-c2snnc2C)cc1 | -1.6% | -7.0
CC(C)CC(NC(N)=O)C(=O)OCC(=O)N(Cc1ccccc1)Cc1ccccc1 (stereo not drawn) | -3.1% | .
Cc1c(N2C(=O)CSC2c2ccc([N+](=O)[O-])cc2)c(=O)n(-c2ccccc2)n1C (stereo not drawn) | 3.7% | 11.0
O=C(O)C1=C[C@H](c2ccc(C(F)(F)F)cc2)C[C@H](OCCCCO)O1 | -0.9% | .
CCOc1cccc(-c2nnc(SCC(=O)Nc3cc(OC)cc(OC)c3)n2N)c1 | -0.9% | -6.5

Among those listed so far, two contain a CF3 group:
SMILES | M. tuberculosis GlmU | Mtb RmlCD inh
CC1CC(=O)c2cnc(Nc3cccc(C(F)(F)F)c3)nc2C1 (stereo not drawn) | -2.5% | .
O=C(O)C1=C[C@H](c2ccc(C(F)(F)F)cc2)C[C@H](OCCCCO)O1 | -0.9% | .

Fetched one by one from the list above:
SMILES | M. tuberculosis GlmU | Mtb RmlCD inh
Cc1ccc2cc(CCNC(=O)c3ccc4c(c3)OCO4)c(=O)[nH]c2c1C | 2.6% | 4.1
O=C(O)C1=C[C@H](c2ccc(C(F)(F)F)cc2)C[C@H](OCCCCO)O1 | -0.9% | .

Assay outcomes: PubChem, several laboratories
